From PubChem
Dynein cargo inh – dynein cargo transport inhibition; hit rate 0.47% among 220,000; z-score, hits read low; AID 1381; 3617.4 mouse cells, GR-EGFP nuclear translocation imaging; test concentration mostly 20 µM; stimulated with dexamethasone, 1 µM; hits give low values;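 active = plate z-score of nuclear minus cytoplasmic receptor signal below a set negative limit, without overly bright fluorescence or cell loss, cut at about -3.5 in these data, passing the limit was not always enough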;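 also: z-score of nuclear minus cytoplasmic ring GR-EGFP intensity difference per well; some compounds called inactive have numbers as strong as hits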
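Schedule: 48 h induction, then 1 h compound, then 30 min agonist, 37 °C. Buffer or medium: tetracycline-free induction medium containing charcoal-stripped FBS. Reagent: 1.0 µM final dexamethasone stimulus. Evaluation: nuclear versus cytoplasmic GR-EGFP signal, averaged per well. Signal: high-content fluorescence imaging after fixation.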
Ins promoter up – MIN6 insulin promoter up-regulation. MIN6 insulin promoter-GFP reporter, high-content imaging; hits give high values. z-score at 5 µM. hit rate 0.3% among 190,000. AID 1625;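 active = z-score above 3 at 5 µM with at least 500 cells counted in the well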
NOD1 NF-kB reporter – NOD1 signaling inhibitors, primary screen, cell-based, luminescence, uHTS (AID 1578) | NOD1-driven NF-kB luciferase reporter cells, luminescence; higher % means a stronger effect | one-dose inhibition, % at 4 µM; EC50 in µM for titrated hits | hit rate 1% among 290,000; in the data active = inhibition mostly above about 36%, no sharp cut-off; inactive = mostly below about 34%;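 also: HEK-293T reporter cells stimulated with the NOD1 agonist gamma-tri-DAP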
Autophagy HCS – modulators of autophagy | MEF GFP-LC3 puncta imaging; test concentration mostly 10 µM | calls only at 10 µM (by protocol) | hit rate 0.98% among 190,000 | AID 463193;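 active = percentage of spot-positive cells more than 3 SD above its plate mean, without a fluorescence outlier flag or 80% toxicity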;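 also: spot-positive cell cutoff set from DMSO-treated cells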
M17LAP inhibition – P. falciparum M17LAP inhibitors, primary screen, biochemical, fluorogenic H-Leu-NHMec substrate, 1536-well (AID 1619). recombinant M17LAP, H-Leu-NHMec fluorogenic kinetic assay; higher % means a stronger effect. one-dose inhibition, % at 30 µM; IC50 in µM for titrated hits. hit rate 0.38% among 220,000;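 active = compound inhibiting the enzyme by more than half at any dose during confirmatory dose-response retesting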;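 also: plate controls were full reaction with DMSO carrier for no effect and no enzyme background for full effect; strong numbers were not always called active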
b-catenin transl – beta-catenin nuclear translocation modulation; nuclear translocation activity, % at 5 µM; HeLa beta-catenin nuclear translocation, immunofluorescence imaging; hit rate 0.3% among 190,000;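 active = nuclear translocation activity above 50% at 5 µM, with a well cell count of 50 or more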;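 also: per-cell ratio of nuclear to cytoplasmic median beta-catenin stain intensity; plate controls were DMSO negative control for no effect and GSK-3 inhibitor IX positive control for full effect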
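Technique: fluorescence imaging of beta-catenin antibody stain plus DAPI / Material: human HeLa cell line / Incubation: compound treatment 24 h, 37°C, 5% CO2 / Read-out basis: % activation of per-cell nuclear versus cytoplasmic median beta-catenin signal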
Yfh1-off respiration – enhancers of respiration in Yfh1-depleted yeast, dose response, Friedreich's ataxia, plus single-dose screen (AID 1465). hit rate 0.074% among 220,000. S. cerevisiae Yfh1-off respiration, WST-1 reduction, 72 h; higher fold induction means a stronger effect. fold induction at 50 µM, or EC50 in µM where a hit was titrated;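 active = fold induction of absorbance versus untreated yeast above a set limit, then at least 30% activation at any dose in follow-up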;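 also: activators that raise dye reduction in frataxin-depleted yeast; strong numbers were not always called active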
MT stabilizer – microtubule stabilization, imaging screen; HeLa tubulin immunostaining HCS, 24 h; share of cells brighter than vehicle mean+2SD; % tubulin-high responders, % at 10 µM; hit rate 0.83% among 200,000; AID 2205;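 active = plate Z-score above 3 for both tubulin-high and condensed-nucleus cell shares, with cell loss under 80%, at 10 µM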;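 also: anti alpha tubulin signal scored within the nucleus-defined area of each cell; some results filed as inactive read as strong as hits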
NOD2 inhibition – inhibition of NOD2-driven NF-kB reporter – cell-based, luminescence, uHTS, HEK293 (AID 1566) | HEK293 NOD2/NF-kB luciferase reporter, luminescence; higher % means a stronger effect | inhibition, % at 4 µM, or EC50 in µM where a hit was titrated | hit rate 0.63% among 290,000; in the data active = inhibition above about 50%; also: many of its hits are not listed in these tables
Dynein cargo inh cytoplasmic EGFP – also measured in Dynein cargo inh; calls as there; z-score; measured here: cytoplasmic GR-EGFP intensity; hits give high values
Dynein cargo inh nuclear GR-EGFP – recorded beside Dynein cargo inh, whose call it bears; z-score; measured here: nuclear GR-EGFP intensity;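 lower value marks the stronger effect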
Dynein cargo inh cell count – second read-out of Dynein cargo inh, no call of its own (marks repeat the call); z-score; measured here: cell count per field
Ins promoter up cell count – further read-out of Ins promoter up, marked with its call; cell count; measured here: cytotoxicity, nuclei count;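 total cells summed across four imaged fields per well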
b-catenin transl cell count 5 µM – further read-out of b-catenin transl, marked with its call; cell count; measured here: cell count, cytotoxicity flag
MT stabilizer Hoechst-high % – recorded beside MT stabilizer, whose call it bears; % Hoechst-high responders; measured here: nuclear condensation Hoechst responders;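 share of cells brighter than vehicle mean plus two SD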
MT stabilizer cytotoxicity % – also measured in MT stabilizer; calls as there; toxicity, %; measured here: cytotoxicity by cell density;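 0% = mean cell density of plate MIN control wells and 100% = no cells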
Autophagy HCS cell loss 18 h – further read-out of Autophagy HCS, marked with its call; toxicity, %; measured here: cell loss, nuclei count;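 cell loss after 18 h compound exposure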
Active calls of the source: *; i = inactive; · = not tested or not shown. Some of the compounds tested, so the mix of outcomes need not match the whole.

Screens in order: Dynein cargo inh	Dynein cargo inh cytoplasmic EGFP	Dynein cargo inh nuclear GR-EGFP	Dynein cargo inh cell count	Ins promoter up	Ins promoter up cell count	NOD1 NF-kB reporter	Autophagy HCS	Autophagy HCS cell loss 18 h	M17LAP inhibition	b-catenin transl	b-catenin transl cell count 5 µM	Yfh1-off respiration	MT stabilizer	MT stabilizer Hoechst-high %	MT stabilizer cytotoxicity %	NOD2 inhibition
Cn1cccc1/C=N/NC(=O)c1sc2cc(Cl)ccc2c1Cl
  0.212	-0.183	0.411	-0.0821	-1.08	1505	-17.0%	i	-9.9	-15.8%	0.8	1133	i	5.9	4.7	5.6	-83.3%
CC(C)(C)c1ccc(NC(=O)N2CCCN(c3ccc([N+](=O)[O-])cn3)CC2)cc1
  -0.497	-0.203	-0.276	0.703	0.04	1421	0.9%	·	·	-4.6%	0.3	1014	i	·	·	·	16.1%
O=C(C/C=N\OCc1ccc(Cl)cc1Cl)Nc1ccccc1
  -0.276	-0.304	0.188	0.436	0.2	1271	-17.0%	i	9.0	-2.1%	-1.0	1092	i	5.4	1.5	12.6	11.5%
Cc1cc(OC(=O)c2ccc(S(=O)(=O)N3CCCCC3)cc2)c([N+](=O)[O-])c(=O)[nH]1
  1.2	-0.22	0.492	-0.49	0.25	1627	-32.1%	i	-5.4	-3.4%	-2.4	1171	i	2.4	0.9	4.2	-2.0%
CC1CCCN(C(=S)NCCc2ccccc2)C1 (stereo not given)
  -0.262	-0.00373	-0.746	-1.28	-0.28	1602	-12.8%	i	-0.5	-4.8%	0.7	1323	i	3.2	1.5	1.5	-34.3%
Cc1ccccc1CN1C2=NCCN2c2ccccc21
  0.42	-0.139	0.606	-1.32	-1.24	1266	-15.5%	i	-8.4	0.1%	-4.8	1189	i	5.4	3.8	8.2	20.6%
COCCNc1nnnc2c1sc1nc(N3CCOCC3)c3c(c12)CC(C)(C)OC3
  -0.0736	-0.32	-0.0308	0.669	·	·	-13.1%	i	18.5	1.9%	-0.8	1075	i	2.8	1.4	7.8	-2.2%
Nc1c(Br)cc(Br)c(N2CCCC2=O)c1Br
  -0.237	-0.198	0.421	0.0339	·	·	5.3%	i	-11.8	9.0%	-0.3	980	i	2.8	1.9	1.9	5.4%
COc1ccc(C(C)=O)cc1COC(=O)c1cccnc1SC
  -1.66	0.178	-0.319	1.99	0.23	1285	-35.2%	i	-5.8	-0.6%	-0.5	1069	i	4.1	2.5	3.7	3.3%
CCOC(=O)C1=C(CP(=O)(c2ccccc2)c2ccccc2)NC(=O)NC1c1ccc(Cl)cc1 (stereo not given)
  -0.394	-0.216	-0.475	0.233	-0.08	1608	-30.4%	i	7.0	9.7%	-1.1	1093	i	2.3	1.0	5.2	-11.9%
O=C(/C(=C(\[O-])c1ccccc1)[n+]1ccc2ccccc2c1)c1ccc([N+](=O)[O-])cc1
  0.675	-0.242	0.336	-0.76	0.44	930	31.1%	i	16.6	7.8%	-3.0	525	i	3.1	1.4	0.9	2.1%
Cc1nc(-c2c(C(=O)NNC(=O)Nc3c(C)cccc3C)noc2C)cs1
  -0.659	-0.262	-0.568	1.05	·	·	-2.4%	·	·	-4.0%	-3.7	1209	i	·	·	·	10.8%
CCN(CC)CCN1C(=O)C(=O)/C(=C(/O)c2ccc(OCC(C)C)cc2)C1c1ccncc1 (stereo not given)
  ·	·	·	·	1.05	1074	11.9%	·	·	·	2.0	622	·	·	·	·	1.9%
COc1ccc(OCCNC(=O)CSc2ccc(C(F)(F)F)cc2[N+](=O)[O-])cc1
  -0.499	-0.335	-0.495	0.96	0.34	1425	-17.3%	i	-5.1	-9.8%	-0.3	1116	i	2.3	3.7	3.2	6.8%
COCCNC(=O)C(OC(=O)c1cccs1)c1ccccc1 (stereo not given)
  -0.102	-0.225	0.0615	0.403	0.41	1121	-14.4%	i	-3.8	1.6%	-2.2	1223	i	1.9	2.2	5.3	11.4%
CCN(CC)C(=O)Cn1cnc2c1c(=O)n(C)c(=O)n2C
  -0.547	-0.0892	0.042	0.433	-0.02	1007	-16.2%	i	-5.2	-14.6%	2.1	1132	i	1.0	1.2	5.0	-6.6%
O=C(COC(=O)CCC(=O)c1ccc(F)cc1)Nc1cccc(S(=O)(=O)N2CCOCC2)c1
  0.549	-0.378	-0.271	0.934	0.26	1215	-27.1%	i	-9.5	10.4%	0.1	1009	i	1.8	1.2	6.2	16.3%
Cc1c(C(=O)OCc2nc3scc(-c4ccccc4)c3c(=O)[nH]2)cccc1[N+](=O)[O-]
  -0.712	-0.299	-0.723	0.65	0.62	1231	24.5%	i	-1.1	17.6%	-2.4	510	i	1.8	2.0	5.1	16.6%
CN(c1ccccc1)c1ccc(/C=C(\CCC(=O)O)c2nc3ccccc3s2)cc1[N+](=O)[O-]
  1.01	-0.315	0.0196	-0.633	-0.14	1303	19.9%	i	-5.0	18.4%	0.0	1004	i	4.1	2.8	6.8	19.7%
COc1ccc(CN2CCN(CCc3ccccc3)C(CCO)C2)c(O)c1 (stereo not given)
  0.0547	-0.343	-0.562	1.19	0.41	1435	-27.2%	i	-3.7	-1.9%	-0.9	990	i	4.0	0.9	5.1	-2.0%

More entries
Screens in order: Dynein cargo inh	Dynein cargo inh cytoplasmic EGFP	Dynein cargo inh nuclear GR-EGFP	Dynein cargo inh cell count	Ins promoter up	Ins promoter up cell count	NOD1 NF-kB reporter	Autophagy HCS	Autophagy HCS cell loss 18 h	M17LAP inhibition	b-catenin transl	b-catenin transl cell count 5 µM	Yfh1-off respiration	MT stabilizer	MT stabilizer Hoechst-high %	MT stabilizer cytotoxicity %	NOD2 inhibition
N#CCC(CNc1ncc(C(F)(F)F)cc1Cl)OC(=O)c1cccc([N+](=O)[O-])c1 (stereo not given)
  0.607	-0.253	-0.287	0.0452	-0.53	1801	-39.7%	i	2.7	-5.5%	-1.0	1077	i	0.8	2.5	1.9	-3.4%
CCN(CC(=O)Nc1ccccc1OC)C(=O)COc1ccc2ccccc2c1
  1.7	-0.264	1.16	-1.16	-0.28	1347	-19.8%	i	-6.8	16.5%	-2.3	557	i	2.3	1.2	0.6	-12.6%
CC(=O)N1N=C(c2ccco2)CC1c1ccc(Br)cc1 (stereo not given)
  1.86	-0.129	0.731	-0.585	-0.07	1587	-1.5%	i	8.9	6.6%	-2.1	1177	i	2.1	2.5	4.3	-2.8%
Cc1nnc(SCC(=O)N(C(C)C)C(C)C)nc1C
  -0.158	0.445	0.561	1.06	-0.73	1743	-9.8%	i	1.7	-0.6%	-0.2	1048	i	3.8	1.6	2.9	6.5%
CCOP(=O)(OCC)C(NC(=O)Nc1ccc(Cl)cc1)C(N)=O (stereo not given)
  -0.0343	-0.264	-0.191	0.552	0.11	1537	-32.1%	i	-2.8	-15.9%	-4.1	1155	i	2.6	4.9	7.0	11.0%
CCN(CC)CCNC(=O)C1c2ccccc2C(=O)N(CCOC)C1c1ccc(F)cc1 (stereo not given)
  -0.966	-0.445	-0.455	1.23	-0.98	951	-7.2%	i	-5.4	-9.4%	-2.4	1206	i	1.7	2.0	4.3	1.4%
COC(=O)Nc1c(-c2ccccc2)nc2ccc(C)cn12
  -0.284	-0.0315	0.643	0.115	-0.53	1321	-6.6%	i	-44.5	-30.2%	-1.1	822	i	3.8	1.7	8.7	5.9%
O=C1c2cccc3cccc(c23)C(=O)N1CCCSc1ncn[nH]1
  -0.409	-0.336	-0.0443	1.11	0.25	1626	-19.7%	i	14.2	21.5%	-0.3	956	i	3.4	0.9	4.2	19.5%
Cc1cc(/C=N/NC(=O)c2ccc(CN3CCOCC3)cc2)c(C)n1-c1ccccc1
  0.852	-0.0722	0.153	-0.824	0.03	1856	0.1%	i	20.2	2.5%	-0.6	1089	i	2.2	1.8	5.7	-8.3%
O/N=C1\CCCc2ccc(Cl)cc21
  1.07	-0.231	1.11	-1.28	0.12	1316	-33.1%	i	-7.3	1.6%	1.5	697	i	4.3	2.3	9.2	18.2%
Cn1c(N)c(C(=O)COC(=O)CSc2ccc(Cl)cc2)c(=O)n(C)c1=O
  -0.324	-0.301	-0.477	0.537	0.23	1315	3.4%	i	0.8	12.1%	-0.6	1089	i	4.3	1.7	1.9	2.0%
Cc1c([N+](=O)[O-])c(N)nn1C
  -0.593	-0.252	-0.566	0.416	-1.1	1424	3.3%	·	·	1.3%	-0.6	1297	i	·	·	·	24.7%
O=C(CNc1ccccc1Cl)N/N=C1\CCCc2ccccc21
  -0.789	-0.302	-0.27	0.853	0.64	1388	-25.1%	i	14.7	-0.4%	0.6	1006	i	1.9	2.2	8.5	5.3%
Cc1cc(Nc2ccc3ccccc3c2)n2ncnc2n1
  -0.328	-0.362	-0.429	0.681	0.49	1459	-25.0%	i	-39.3	13.8%	-5.9	944	i	15.9	1.3	17.1	-3.0%
Cc1ccccc1CSCc1ccc(C(=O)NCCCN2CCOCC2)o1
  -0.157	-0.316	-0.0861	0.362	-0.64	1187	-10.5%	i	12.8	-5.5%	-0.9	1054	i	1.7	2.4	5.6	2.4%
CCN(CC)S(=O)(=O)c1ccc(C(=O)OCCNC(=O)c2cccnc2)cc1
  -0.976	-0.223	-0.326	0.823	0.42	1480	-4.1%	i	1.8	-7.8%	2.0	1391	i	3.5	1.4	1.7	7.4%
CC(NC(=O)CSc1ncccn1)c1ccc(Cl)cc1Cl (stereo not given)
  -0.538	-0.17	-0.398	-0.84	0.87	1482	-18.3%	i	-7.0	1.2%	-2.5	1060	i	2.6	2.5	11.5	11.9%
O=C(NCCCN1CCOCC1)c1ccc(Sc2ccc(Br)cc2)c([N+](=O)[O-])c1
  0.882	-0.179	0.882	-0.721	0.01	1506	-28.2%	i	-9.6	7.1%	-1.7	1149	i	2.3	1.9	6.1	-1.9%
CCOC(=O)c1nc(NCc2ccccc2F)c2ccccc2n1
  1.3	-0.345	0.901	-0.593	-0.06	1046	-2.0%	i	1.7	3.2%	0.4	1010	i	3.9	2.3	11.7	-4.6%
